High-throughput results as filed in PubChem BioAssay.
FBW7 activator: activators of human E3 ligase FBW7. normalized activity (activation), % at 26.1 µM. hit rate 0.13% among 650,000. AlphaScreen FBW7–phospho-cyclin E peptide binding, activator screen. Q969H0; in the data active = normalized activity above about 1.9%;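 note: purified mutant Fbw7 with reduced substrate affinity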
TEAD-YAP inh: TEAD-YAP interaction inhibition; HEK-TIYL cells, TEAD-Gal4/YAP UAS-luciferase luminescence; inhibition, % at 9.12 µM; hit rate 1.4% among 640,000; in the data active = inhibition above about 32%;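 note: 0% = median of test compound wells and 100% = reference inhibitor wells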
GPR151 activ: activates the human receptor GPR151; Q8TDV0; PathHunter beta-arrestin GPR151 cells, luminescence; activation, % at 11.2 µM; hit rate 1% among 650,000; AID 1508602; in the data active = activation above about 4.9%;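 note: 0% = median of compound wells and 100% = cells with positive control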
Target sequence (Q8TDV0 whole entry, looked up): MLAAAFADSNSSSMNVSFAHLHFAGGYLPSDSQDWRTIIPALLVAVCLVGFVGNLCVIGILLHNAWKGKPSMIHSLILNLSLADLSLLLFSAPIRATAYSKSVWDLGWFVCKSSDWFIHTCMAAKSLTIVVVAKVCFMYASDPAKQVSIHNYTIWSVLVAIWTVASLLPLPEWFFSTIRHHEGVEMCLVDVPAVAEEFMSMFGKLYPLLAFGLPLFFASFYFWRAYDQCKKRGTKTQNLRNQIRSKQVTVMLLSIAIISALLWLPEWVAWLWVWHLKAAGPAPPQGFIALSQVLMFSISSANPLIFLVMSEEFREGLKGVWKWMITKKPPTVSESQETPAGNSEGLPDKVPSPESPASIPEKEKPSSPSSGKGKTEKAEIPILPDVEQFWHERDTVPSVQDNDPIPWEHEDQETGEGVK
MITF primary: inhibitors of human MITF | O75030 | AlphaScreen MITF homodimerization, bead proximity signal | inhibition, % at 2.6 µM | hit rate 0.91% among 650,000 | AID 1259374; in the data active = inhibition above about 50%;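 note: 0% = vehicle wells with protein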
Target sequence (O75030 whole entry, looked up): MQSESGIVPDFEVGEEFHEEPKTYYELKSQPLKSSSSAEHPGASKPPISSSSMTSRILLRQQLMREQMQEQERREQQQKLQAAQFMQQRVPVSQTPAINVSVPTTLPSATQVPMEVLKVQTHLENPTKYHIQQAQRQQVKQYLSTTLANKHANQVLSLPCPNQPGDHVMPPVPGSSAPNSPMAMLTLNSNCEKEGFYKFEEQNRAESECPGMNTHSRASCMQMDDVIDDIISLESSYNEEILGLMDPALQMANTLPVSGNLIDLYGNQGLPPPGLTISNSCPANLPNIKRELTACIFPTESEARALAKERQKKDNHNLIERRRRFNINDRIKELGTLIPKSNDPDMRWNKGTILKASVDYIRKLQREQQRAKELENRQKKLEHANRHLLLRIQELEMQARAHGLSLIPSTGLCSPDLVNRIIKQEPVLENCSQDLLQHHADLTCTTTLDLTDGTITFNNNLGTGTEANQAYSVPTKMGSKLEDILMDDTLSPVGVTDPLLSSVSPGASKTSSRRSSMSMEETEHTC
Active calls of the source: *.

SMILES | FBW7 activator | TEAD-YAP inh | GPR151 activ | MITF primary
CN(C)c1ccc(C(c2nnnn2C(C)(C)C)N2CCN(Cc3ccccc3)CC2)cc1 (configuration not stated) | 1.9* | 8.2 | 1.7 | 11.4
CC(NC(=O)CNC(=O)C(Cc1ccccc1)NC(=O)OCc1ccccc1)C(N)=O (configuration not stated) | 0.1 | -0.7 | -0.8 | 8.0
Cc1ccc(C)c(OCC(=O)Nc2ccc(S(=O)(=O)Nc3ncccn3)cc2)c1 | 0.0 | -0.6 | 0.0 | -0.7
Cc1cc2nc(N3CCC(NCc4ccccc4-n4cncn4)CC3)nc(C)c2cc1C | 0.0 | -6.6 | -0.4 | -22.6
CCOC(=O)c1c(NC(=O)C(C)Sc2nnc(CNC(=O)c3cccs3)n2-c2ccc(Br)cc2)sc2c1CCC2 (configuration not stated) | 0.1 | 0.8 | -0.2 | 5.9
CCCNc1c([N+](=O)[O-])cc(C(F)(F)F)cc1[N+](=O)[O-] | 0.0 | -2.8 | -0.5 | 11.2
COc1cccc(C2NC(=O)NC(C)=C2C(=O)OCC(C)C)c1 (configuration not stated) | 0.1 | -13.1 | 2.3 | 4.8
Cc1nn(C)c(C)c1-c1nc(C(=O)NCCc2ccc(O)cc2)cs1 | 0.1 | 4.3 | 0.9 | 3.6
Cc1cc(C)nc(N2CC(=O)N=C2N)n1 | 0.2 | 1.9 | -0.4 | 13.5
COCCCn1c(C)csc1=Nc1cc(S(=O)(=O)N2CCOCC2)ccc1Cl | -0.2 | 4.7 | -0.4 | -5.7
Cc1nnc2n1NC(c1ccc(Cl)cc1)C(C(=O)N1CCOCC1)S2 (configuration not stated) | -0.1 | -7.9 | 1.4 | -7.2
CCOC(=O)C(=O)N1CCc2nc3ccccn3c(=O)c2C1 | -0.3 | 4.2 | -0.9 | 12.1
CC(C)CC(=O)N1c2ccccc2NC2=C(C(=O)CC(C)(C)C2)C1c1ccco1 (configuration not stated) | -0.2 | -0.4 | 3.0 | -9.3
O=C(NC1CCCC1)C1=CCN(S(=O)(=O)c2ccc(F)cc2)CC1 | -0.1 | 6.9 | 0.0 | 4.9
Cc1ccc(N2C(=O)c3cc(N4CCCCCC4)c([N+](=O)[O-])cc3C2=O)cc1 | 0.2 | 3.0 | 0.8 | 14.5
CCn1nc(C)c(NC(=S)NCC2CCCO2)c1C (configuration not stated) | 0.1 | 9.8 | 2.3 | 2.7
Cc1cc2nc(-c3cc(NC(=O)c4ccc(I)cc4)ccc3O)oc2cc1C | -0.1 | 2.4 | 1.2 | 5.6
CCCNC(=O)C(C)n1c(C)c2cnn(-c3ccccc3)c(=O)c2c1C (configuration not stated) | -0.1 | -1.7 | -0.5 | -0.2
NNC(=O)/C(=C\c1cccs1)NC(=O)c1ccccc1 | 0.1 | 33.5* | 0.5 | 2.0
COc1ccc(CC(=O)N2CCN(c3ccc(Nc4ccccn4)nn3)CC2)cc1 | -1.0 | 5.0 | 1.0 | 3.8

Fetched one by one from above:
SMILES | FBW7 activator | TEAD-YAP inh | GPR151 activ | MITF primary
COc1ccc(CC(=O)N2CCN(c3ccc(Nc4ccccn4)nn3)CC2)cc1 | -1.0 | 5.0 | 1.0 | 3.8
O=C(NC1CCCC1)C1=CCN(S(=O)(=O)c2ccc(F)cc2)CC1 | -0.1 | 6.9 | 0.0 | 4.9

Next section
SMILES | FBW7 activator | TEAD-YAP inh | GPR151 activ | MITF primary
O=C(CCCn1c(=S)[nH]c2cc3c(cc2c1=O)OCO3)N1CCc2ccccc2C1 | -0.1 | -6.0 | -0.8 | 0.4
CN(C)Cc1ccccc1-c1cnc(NCc2cccnc2)c2nccn12 | -0.2 | 0.0 | 0.1 | 9.3
CCOC(=O)CSc1nnc(NC(=O)c2cc([N+](=O)[O-])cc([N+](=O)[O-])c2)s1 | 0.1 | 12.5 | -0.1 | 6.0
Oc1ccc(Cl)cc1C1=NNC(c2ccc(Br)cc2)C1 (configuration not stated) | -0.1 | -4.6 | 1.9 | -3.4
Cc1cccc(C)c1NC(=O)CSc1nc(C)c(C)c(=O)[nH]1 | -0.2 | 1.1 | 0.0 | -4.0
CC(C)(C)C(COc1ccccc1)N=C1NC(=S)N(Cc2ccccc2)C1(C)C (configuration not stated) | -0.2 | 10.1 | 0.9 | 1.9
CCOc1ccc(NC(=O)CN2CCN(S(=O)(=O)c3ccc(OC)cc3)CC2)cc1 | 0.1 | 12.8 | 0.2 | -2.7
COC(=O)C(C)Oc1ccc(Oc2nc(N(C)C)nc(N(C)C)n2)nn1 (configuration not stated) | -0.1 | 5.3 | -0.1 | 8.4
Cc1c(NC(=S)N2CCOCC2)c(=O)n(-c2ccccc2)n1C | -0.1 | -3.9 | 0.7 | -3.8
N#Cc1c(-c2ccc(F)cc2)cc(-c2cccs2)nc1SCCCC(=O)c1ccc(F)cc1 | 0.6 | -1.8 | -1.1 | 12.6
COc1cc(/C=C2\NC(=O)N(Cc3ccc(Cl)cc3)C2=O)cc(Br)c1O | -0.1 | 1.2 | -0.3 | -3.2
O=C(NCCOC(=O)c1cccs1)c1cccnc1 | -0.1 | -1.5 | 2.1 | -4.4
COC(=O)c1ccc(C)c(NS(=O)(=O)c2ccc(Br)cc2)c1 | 0.0 | 44.6* | -0.5 | -11.6
O=C1NCCN(C2Cc3ccccc3C2)C1CC(=O)N1CCCCCC1 (configuration not stated) | 0.0 | 8.0 | 1.3 | 9.2
COc1ccccc1CNC(=O)CN1CCN(c2ccc(C(C)=O)cc2)CC1 | 0.1 | 1.9 | 0.6 | 0.2
Cc1cnc(Nc2nccc3ccccc23)nc1NC1CC1 | 0.2 | -2.4 | -0.6 | -0.8
O=C(c1cncc(Br)c1)N1CCN(c2ccc([N+](=O)[O-])cc2)CC1 | 0.1 | 0.8 | -1.8 | -4.5
O=C(Cc1ccccc1)NCc1ccco1 | -0.8 | -2.1 | 3.6 | 8.4
COCCNc1nc2c(c(=O)n(Cc3ccc(Cl)c(Cl)c3)c(=O)n2C)n1C | -0.1 | -5.6 | 1.8 | -5.5
COc1cccc2sc(N(Cc3ccco3)C(=O)Cc3ccc(SC)cc3)nc12 | -0.7 | -8.0 | -0.1 | 0.8
CCOc1ccc(C(=O)Nc2nc(-c3ccc(F)cc3)cs2)cc1 | -0.1 | 0.7 | -0.3 | 8.4
CSc1nnc(CNC(=O)Cn2cccn2)n1Cc1ccccc1 | 0.1 | -12.5 | 0.2 | 2.4
Cc1ccc(C(=O)N=c2scc(-c3ccccc3)n2-c2ccccc2)cc1 | 0.1 | -39.5 | 2.0 | 9.2
COc1cc(=O)[nH]c(SCC(=O)Nc2ccc(Br)cc2)n1 | 0.1 | 4.5 | 1.7 | 11.5
CC(C)C(OC(=O)C1CCCO1)C(=O)NC1CCCC1 (configuration not stated) | 1.7 | 11.4 | 1.3 | 14.8
COc1cccc(Cc2nc3c(OC)cc(-c4cn[nH]c4)cc3c(=O)[nH]2)c1 | -0.2 | 30.1 | 0.9 | -0.9
CCOc1cc2c(cc1OCC)C(c1ccc(OC)c(OC)c1)NCC2 (configuration not stated) | 0.1 | -4.1 | -0.1 | -2.2
COc1cccc(CNC(=O)c2ccc3c(c2)NC(=O)C(CSCc2c(F)cccc2Cl)N3)c1 (configuration not stated) | 0.0 | 1.5 | -1.2 | -14.9
CCOC(=O)CN1C(=O)S/C(=C/c2ccccc2Cl)C1=O | 0.1 | -15.2 | 3.5 | -12.5
CCC1CCCCN1C(=O)CSc1nnc(-c2cccnc2)n1Cc1ccccc1 (configuration not stated) | -0.2 | -5.0 | -1.2 | -4.5

6 compounds from above, limited to FBW7 activator:
canonical_smiles,FBW7 activator
COc1cc(=O)[nH]c(SCC(=O)Nc2ccc(Br)cc2)n1,0.1
CCC1CCCCN1C(=O)CSc1nnc(-c2cccnc2)n1Cc1ccccc1 (configuration not stated),-0.2
COc1cccc(CNC(=O)c2ccc3c(c2)NC(=O)C(CSCc2c(F)cccc2Cl)N3)c1 (configuration not stated),0.0
CSc1nnc(CNC(=O)Cn2cccn2)n1Cc1ccccc1,0.1
Cc1ccc(C(=O)N=c2scc(-c3ccccc3)n2-c2ccccc2)cc1,0.1
CCOC(=O)CN1C(=O)S/C(=C/c2ccccc2Cl)C1=O,0.1

(cont.)
SMILES | FBW7 activator | TEAD-YAP inh | GPR151 activ | MITF primary
CC(C)(C)c1ccc(C(=O)Nc2ccc(NC(=O)c3ccc(-c4ccc([N+](=O)[O-])cc4)o3)cc2)cc1 | 0.0 | -29.8 | 0.5 | 6.3
CCOc1cccc2sc(=NC(=O)CN3C(=O)CCC3=O)n(CC)c12 | 0.1 | 5.1 | 2.0 | -14.5
N#C/C(=C\c1ccc(OCc2ccccc2)cc1)c1nc(-c2ccc(Cl)cc2)cs1 | -0.1 | 2.9 | 0.1 | -4.9
CC(C)c1ccc(C2C=C(Nc3cccc(Cl)c3)C(=O)N2c2cccc(Cl)c2)cc1 (configuration not stated) | 0.1 | -2.2 | 1.3 | 12.9
Cc1ccsc1C(=O)OC1CCOC1=O (configuration not stated) | 0.1 | -2.6 | 1.4 | 36.0
COC(=O)c1c(NC(=O)CSc2ncnc3sc(C)c(C)c23)sc2c1CCC2 | 0.1 | -0.5 | -0.1 | 9.6
COc1ccccc1N(CN1CCCC1=O)C(=O)c1ccc(F)cc1 | -0.2 | -6.3 | 0.7 | -5.5
COc1ccc(/C=N/Nc2cc(C)nc3ccccc23)cc1 | 0.0 | 28.8 | 0.4 | 3.4
COc1ccc(NC(=O)c2cc3c(CO)cnc(C)c3oc2=O)cc1OC | 0.1 | 2.1 | 0.3 | 16.3
Cc1ccc2cc(CN(C(=O)C3CC3)C3CC3)c(N(C)C)nc2c1 | 0.0 | -15.7 | -0.9 | -13.4
Cc1cccc(NC(=O)c2cc(S(=O)(=O)NCc3ccccc3)ccc2F)c1 | 0.2 | 5.0 | -1.3 | 0.8
NCc1ccc2c3c1CCCN3CCC2 | -0.2 | 1.6 | 2.5 | -6.2
CC(C)(C)C(=O)NCCn1nc(-c2cccs2)ccc1=O | -0.1 | -0.7 | -0.9 | -5.1
O=C(NC(=S)NCCOCc1ccc(Cl)cc1)c1cncc(Br)c1 | 0.0 | 8.3 | 0.0 | 10.7
COC(=O)C(CC(C)C)NC(=O)CSc1nc(-c2ccccc2)c(C#N)c(=O)[nH]1 (configuration not stated) | 0.0 | -6.4 | -2.0 | 9.7
CC1(C)C2CCC1(CS(=O)(=O)Nc1nc3c(ccc4ccccc43)s1)C(=O)C2 (configuration not stated) | 0.0 | -12.1 | 0.4 | 0.2
S=C(NC1CCCCC1)C12CCC3CC(CC(C3)C1)C2 | 0.0 | -2.0 | -0.5 | -1.2
Oc1ccc(Cl)c2ccc(/C=C/c3ccccc3)nc12 | -0.2 | -30.2 | -1.8 | 1.7
CC(NC(=O)CN(c1cccc(C(F)(F)F)c1)S(=O)(=O)c1ccccc1)c1ccccc1 (configuration not stated) | 0.0 | 4.3 | -0.8 | 21.1
Cc1cccc(NC(=O)c2cc3n(n2)C(C(F)(F)F)CC(c2ccc(Cl)cc2)N3)c1 (configuration not stated) | 0.0 | -6.8 | -0.3 | 8.4
O=C1N/C(=N\N=C/c2ccc3c(c2)OCO3)S/C1=C/c1ccc(O)cc1 | 0.9 | 48.5* | -0.4 | -4.9
Cc1cccn2cc(-c3cccc(NC(=O)c4ccc(Br)o4)c3)nc12 | 0.1 | 4.7 | 0.7 | 7.3
O=C(CCc1n[nH]c(=O)[nH]c1=O)N/N=C\c1ccc(O)cc1 | 0.4 | -0.2 | -0.5 | 6.9
O=C(CSCc1ccccc1)Nc1cccc(C(=O)Nc2ccccc2C(=O)O)c1 | 0.0 | 2.3 | 0.5 | -10.5
CN(C)C(=O)CSc1nnc2n(Cc3ccc(F)cc3)c3ccccc3n12 | -0.3 | 12.6 | -1.2 | -0.8
O=C(CN1CCCC(c2nc3ccccc3[nH]2)C1)NC1CCCCC1 (configuration not stated) | 0.1 | 7.0 | 0.3 | 7.1
C=CCn1c(SCC(=O)Nc2ccccc2[N+](=O)[O-])nc2ccccc2c1=O | -0.2 | 0.8 | -0.7 | -0.9
CS(=O)(=O)N(CC(=O)N1CCN(c2ccc(F)cc2)CC1)Cc1ccc(Cl)cc1 | -0.1 | 3.9 | 2.3 | -6.4
CCOC(=O)c1c(NC(=S)NC(=O)c2cccc(Br)c2)sc2c1CCCC2 | -0.1 | 17.1 | 1.7 | 1.3
CCOC(=O)c1c(CSc2nnc(N)s2)n(C)c2cc(Br)c(O)cc12 | 0.2 | 4.9 | 0.6 | 1.4
O=C1NC(=O)c2cc(NS(=O)(=O)c3ccc(Cl)cc3)ccc21 | 0.0 | 3.3 | 0.6 | 3.0
CC(=O)Nc1ccc(CN2CCN(c3ccc(C(C)=O)cc3)CC2)cc1 | 0.2 | 3.3 | 0.1 | 25.1
COc1ccc(Cc2nc(SCC(=O)Nc3cccc(Br)c3)n[nH]2)cc1 | -0.1 | 7.0 | 0.3 | 11.1
Cc1ccc(N(CC(=O)O)S(C)(=O)=O)c(C)c1 | -0.3 | 8.7 | 0.3 | 15.6
Cc1ccc(N=C2NC(=O)c3cccc([N+](=O)[O-])c32)cc1 | -0.1 | -5.2 | 4.3 | 3.7
O=C1c2ccccc2NC(c2ccccc2O)N1NS(=O)(=O)c1ccccc1 (configuration not stated) | 0.0 | -5.4 | 0.1 | 11.9
CCCCCCOc1ccc(N2C(=O)CC(N3CCN(c4ccc([N+](=O)[O-])cc4)CC3)C2=O)cc1 (configuration not stated) | 0.0 | 3.0 | -0.1 | 5.9

3 entries out of the list, sorted by count of non-hydrogen atoms, high to low:
SMILES | FBW7 activator | TEAD-YAP inh | GPR151 activ | MITF primary
COc1ccc(Cc2nc(SCC(=O)Nc3cccc(Br)c3)n[nH]2)cc1 | -0.1 | 7.0 | 0.3 | 11.1
O=C1NC(=O)c2cc(NS(=O)(=O)c3ccc(Cl)cc3)ccc21 | 0.0 | 3.3 | 0.6 | 3.0
Cc1ccc(N(CC(=O)O)S(C)(=O)=O)c(C)c1 | -0.3 | 8.7 | 0.3 | 15.6
